BLM inh = Bloom syndrome helicase (human) inhibition | P54132 | AID 2528 | recombinant BLM DNA unwinding, fluorescence dequenching | Potency, µM (highest dose often 56.1 µM), without a hit: at the highest dose activity change, negative = inhibition, actives largely listed as inhibitors | actives 0.2% (n = 350,000);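 also: plate controls were vehicle for no effect and no enzyme for full effect; nearly all actives have a fitted effect of over 35% in size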
POLI inh = DNA polymerase iota (human) inhibition; Pol iota fluorescent replication assay, 10 min; actives 1% (n = 390,000); Q9UNA4; Potency, µM (highest dose often 115 µM), for the others: at the top dose activity, negative = inhibition, hits mostly inhibitors
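Fluorescent replication assay read twice, at 0 min and 10 min after adding 50 nM (final) substrate. Enzyme (10 nM) and compounds were first incubated 15 min at room temperature; enzyme-free buffer wells were negative controls.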
Pol beta inh = blocks human DNA polymerase beta activity | Potency, µM (titrated, usually from 114 µM), without a hit: at the highest dose activity change, negative = inhibition, hits mostly inhibitors | Pol beta primer extension/strand displacement, fluorescence kinetic | AID 485314 | actives 1.3% (n = 340,000) | P06746; also: % is scaled to controls: 0 for no effect and ±100 for the full control effect
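Preincubation: enzyme (10 nM) with compound, 15 min, RT. Reaction: substrate added to 50 nM final. Reads: 0 and 10 min. Analysis: normalized, Hill fit.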
POLH inh = DNA polymerase eta (human) inhibition; AID 588591; Potency, µM (series often up to 114 µM), without a hit: at the highest dose activity change, negative = inhibition, most hits filed as inhibitors; actives 1.2% (n = 390,000); recombinant Pol eta, fluorescent DNA replication assay; also: % is scaled to controls: 0 for no effect and ±100 for the full control effect
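Pol eta at 10 nM preincubated with compounds 15 min at room temperature; reaction started with fluorescent substrate (50 nM final) and read kinetically at 0 and 10 min.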
Anesthetic bind = binds horse apoferritin like a general anesthetic; Potency, µM (titrated, usually from 77.5 µM), for the others: at the highest dose activity change, negative = displacement, actives largely listed as inhibitors; apoferritin/1-aminoanthracene competitive binding, fluorescence; actives 0.074% (n = 350,000); also: % is scaled to controls: 0 for no effect and ±100 for the full control effect; nearly all actives have a fitted effect of over 20% in size
Target sequence (P02791 2-175 limits assumed): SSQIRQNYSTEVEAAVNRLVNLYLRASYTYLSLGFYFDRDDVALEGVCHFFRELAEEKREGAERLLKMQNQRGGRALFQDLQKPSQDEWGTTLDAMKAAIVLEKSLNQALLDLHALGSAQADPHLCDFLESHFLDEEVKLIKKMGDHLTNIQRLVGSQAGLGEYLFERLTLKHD
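Apoferritin-based anesthetic binding model; compound displacement of fluorescent 1-AMA measured as endpoint fluorescence after 10 minutes at room temperature, scaled to free-ligand and complex controls.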
BAZ2B inh = blocks human BAZ2B | Q9UIF8 | actives 4.4% (n = 360,000) | AlphaScreen BAZ2B-H3K14Ac peptide displacement | Potency, µM (titrated, usually from 114 µM), for the others: top-dose activity change, negative = inhibition, usual class: inhibitors; also: % is scaled to controls: 0 for no effect and ±100 for the full control effect; nearly all actives have a fitted effect of over 60% in size
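Protein-peptide AlphaScreen: BAZ2B 50 nM, b-H3K14Ac 50 nM, 1x PBS pH 7.4 + 0.01% Tween-20. Preincubation 30 min RT; cpd 30 min RT (top 110 uM); beads 20 min RT, light-protected.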
APEX1 inh = APE1 (human) endonuclease inhibition. actives 0.35% (n = 350,000). Potency, µM (titrated, usually from 65.8 µM), for inactives: at the highest dose activity change, negative = inhibition, actives largely listed as inhibitors. recombinant APE1, TAMRA/BHQ-2 abasic DNA cleavage fluorescence. P27695;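 also: plate controls were vehicle for no effect and reference inhibitor for full effect; nearly all actives have a fitted effect of over 55% in size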
Target sequence (P27695 whole entry, looked up): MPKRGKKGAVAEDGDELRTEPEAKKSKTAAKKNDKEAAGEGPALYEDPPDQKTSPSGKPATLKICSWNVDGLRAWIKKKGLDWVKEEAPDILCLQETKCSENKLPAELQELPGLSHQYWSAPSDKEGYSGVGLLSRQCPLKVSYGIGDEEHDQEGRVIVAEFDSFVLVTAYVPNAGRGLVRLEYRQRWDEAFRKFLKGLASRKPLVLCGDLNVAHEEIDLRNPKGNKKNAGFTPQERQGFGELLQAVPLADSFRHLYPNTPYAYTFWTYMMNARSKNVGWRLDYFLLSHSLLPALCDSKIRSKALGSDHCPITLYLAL
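Quantitative HTS: incision of a TAMRA/BHQ-2 double-stranded substrate bearing a tetrahydrofuran abasic site by 0.75 nM APE1 raises fluorescence. Substrate 50 nM final, added after 15 min compound preincubation at room temperature; progress as third-minus-first kinetic read difference.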
G9a block = blocks human histone lysine methyltransferase G9a; Q96KQ7; G9a H3K9 monomethylation, AlphaScreen, 2 h; Potency, µM (titrated, usually from 102 µM), for inactives: at the top dose activity, negative = inhibition, actives largely listed as inhibitors; actives 8.8% (n = 350,000); AID 504332; also: % is scaled to controls: 0 for no effect and ±100 for the full control effect; nearly all actives have a fitted effect of over 75% in size
Target sequence (Q96KQ7 913-1193 limits assumed): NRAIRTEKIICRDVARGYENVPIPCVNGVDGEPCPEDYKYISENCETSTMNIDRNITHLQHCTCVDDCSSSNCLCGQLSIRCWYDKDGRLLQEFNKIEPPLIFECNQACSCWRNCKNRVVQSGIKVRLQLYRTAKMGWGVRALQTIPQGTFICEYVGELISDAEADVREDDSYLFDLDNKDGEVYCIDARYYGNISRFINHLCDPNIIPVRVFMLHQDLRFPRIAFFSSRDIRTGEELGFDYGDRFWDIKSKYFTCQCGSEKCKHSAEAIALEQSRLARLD
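Chemiluminescent proximity detection of H3K9 monomethylation, read after 10 min bead incubation in the dark. Reaction: 20 nM G9a, 500 nM biotin-H3K9 peptide, 20 uM SAM cofactor, 2 h, room temperature, following 15 min enzyme-compound preincubation.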
POLK inh = DNA polymerase kappa (human) inhibition; Potency, µM (highest dose often 107 µM), for the others: at the top dose activity, negative = inhibition, actives largely listed as inhibitors; purified Pol kappa, fluorescent DNA synthesis assay, 10 min; actives 0.53% (n = 400,000); AID 588579; Q9UBT6; also: % is scaled to controls: 0 for no effect and ±100 for the full control effect
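Inhibition of 10 nM Pol kappa is measured by a fluorescent read-out at 0 and 10 min following addition of 50 nM substrate (final), with a 15-min room-temperature compound preincubation.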
Numbers without * were called inactive; u = inconclusive; x = no result given; [ ] = dose if it differs, or a comment. Calls follow the shape of the dose curve; as a rule, active = well fitted curve in the direction sought with a large enough effect; inconclusive = small, poorly fitted or top-dose-only effect, or another doubt; inactive = no such curve, though single readings can be large; an effect the other way counts as inactive or inconclusive. Potency is read from the fitted curve at half-maximal effect. Some of the compounds tested; the hit share may differ from the screen's.

Results follow in this order: BLM inh | POLI inh | Pol beta inh | POLH inh | Anesthetic bind | BAZ2B inh | APEX1 inh | G9a block | POLK inh
Cc1nn(Cc2ccc(Cl)cc2)c2sc(C(=O)O)cc12
    -1% | 50%[activator] | -23% | 3% | u | -20% | -3% | 1µM* | -10%
CCC1CCCCN1CCCNC(=O)C1CCN(c2nnc(-n3cccc3)s2)CC1 (configuration not stated)
    -3% | 18% | 0% | 0% | -7% | -19% | 25% | 4% | 2%
CCOC(=O)CN(C(=O)CSc1nnc(CNc2ccc(C)cc2C)o1)c1ccccc1
    -5% | 18% | 0% | -14% | -10% | 50µM* | 15% | -8%[59 µM] | -7%
CCN(CC)S(=O)(=O)c1ccc(C(=O)Oc2ccc3c(c2)OCO3)cc1
    -5% | 0% | 7% | -1% | -12% | 10% | -6% | 14%[12.7 µM] | -7%
O=C(O)c1ccccc1C(=O)NC1=NN(c2ccccc2)CC1
    -2% | 3% | 9% | -2% | -10% | -23% | 4% | 40µM* | -2%
COc1ccc(-c2cc(C(=O)Nc3c(C)nn(Cc4ccc(C)cc4)c3C)no2)cc1OC
    -3% | 8% | 0% | -10% | -5% | -9% | x | -28%[59 µM] | -4%
O=C(NC1CCCCCC1)c1nc2ncccn2n1
    3% | 23% | 20% | -6% | -14% | -4% | -4% | 9%[59 µM] | -3%
CC1=C(C(=O)Nc2ccccc2)C(c2ccc3c(c2)OCO3)C2=C(CCCC2=O)N1 (configuration not stated)
    -2% | 15% | 5% | -9% | 2% | 6% | 16% | -21%[12.7 µM] | -5%
CCOCCCNc1ccc(N2C(=O)CCCC2=O)cc1[N+](=O)[O-]
    -5% | -7% | 6% | 6% | -7% | 3% | 25% | -1% | -16%
N#Cc1cccc(NC(=O)CNc2cccc(S(=O)(=O)N3CCCC3)c2)c1
    x | 19% | x | -17% | x | 3% | 48%[activator] | -33% | 3%
COc1ccc(CNC(=O)CSc2ccc(Br)cc2)cc1OC
    -11% | 14% | 55% | -6% | -9% | 6% | 4% | 9%[59 µM] | -7%
COc1cc2c(C(=O)N3CCN(c4ccccc4F)CC3)cn(C)c(=O)c2cc1OC
    -4% | 35%[activator] | -16% | -19% | -8% | u | 1% | -16%[59 µM] | 1%
Cc1ccc(Cn2c(C(=O)O)c(CNC3CCCC3)c3ccc(C)cc32)cc1
    3% | -2% | 7% | -16% | -15% | -30% | x | -28%[59 µM] | 5%
O=C(COC(=O)/C=C/c1c(F)cccc1Cl)NCC1CCCO1 (configuration not stated)
    x | 5% | x | 1% | x | -6% | -4% | u | -5%
CC(C)(C)OC(=O)[C@H](Cc1ccccc1)NC(=O)c1[nH]cnc1C(=O)N[C@@H](Cc1ccccc1)C(=O)OCc1ccccc1
    -13% | 21% | 11% | u | -4% | -9% | 6% | 7% | -7%
COC(=O)C(C(=O)Nc1ccccc1C)C1CCCC1 (configuration not stated)
    -3% | -2% | 1% | -2% | -13% | 20% | 1% | 3%[59 µM] | -5%
CC1CC(C)CN(C(=O)C2CCC(CNc3c(N4CCCCC4)c(=O)c3=O)CC2)C1 (configuration not stated)
    0% | -5% | -7% | -7% | -3% | 8% | -2% | 11% | -3%
Cc1ccc(C)n1-c1cccc(NC(=O)c2ccccc2)c1
    2% | 1% | 16µM* | u | -4% | -34% | 1% | -11%[59 µM] | -13%
CCCCN(C(C)=O)C1CC(=O)N(c2ccc(OCCC)cc2)C1=O (configuration not stated)
    1% | 21% | -14% | -2% | 0% | -24% | -3% | x | -17%
CCOC(=O)COc1ccc2ccccc2c1/C=C/[N+](=O)[O-]
    -13% | -37% | -3% | -18% | -10% | -31% | 3% | 18µM* | -18%
O=C(COC(=O)c1oc2ccccc2c1COc1ccccc1)NCCN1C(=O)CSC1=O
    -5% | 4% | 1% | -28% | -21% | 0% | 8% | 10%[59 µM] | -1%
Cc1ccc(CNS(=O)(=O)c2ccc3c(c2)C(C)(C)C(=O)N3C)cc1
    -5% | 10% | 6% | -15% | -7% | 10% | -1% | x | -4%
O=C(NCc1ccc(F)cc1)C(=O)NCC(c1cccs1)S(=O)(=O)c1cccs1 (configuration not stated)
    -4% | 19% | -27% | -24% | -21% | 3% | x | 2%[59 µM] | -11%[60.1 µM]
CC(C)NC(=O)c1cc(-c2ccco2)on1
    -2% | -1% | 3% | -4% | -6% | -27% | -1% | 6%[12.7 µM] | -1%
Cc1ccc(CCNC(=O)c2sc3ncccc3c2-n2cccc2)cc1
    -4% | 22% | 9% | -19% | -21% | -13% | x | -3%[59 µM] | -7%[60.1 µM]
CC1(C)Cc2c(C#N)c(SCCC#N)nc(N3CCOCC3)c2CO1
    -1% | 151%[activator] | 31% | -16% | 0% | 9% | -9% | u | 0%
CSc1ccccc1C(=O)NC1CCSc2ccccc21 (configuration not stated)
    -4% | 23% | 4% | -3% | -19% | -9% | 37% | 40µM* | -3%
Cc1ccc(C)c(N2CCN(S(=O)(=O)c3ccc4c(c3)OCCO4)CC2)c1
    -11% | 4% | -2% | -9% | -7% | 7% | -2% | -47% | -14%
CN(C)S(=O)(=O)c1ccc(Cl)c(NC(=O)C2CCN(S(=O)(=O)c3cccs3)CC2)c1
    x | -22% | x | -9% | x | 1% | 2% | 22%[12.7 µM] | -5%
CCOC(=O)C1=NOC2C3CC(C12)C1C(=O)N(CCc2ccc(OC)c(OC)c2)C(=O)C31 (configuration not stated)
    0% | 0% | 4% | -13% | 4% | u | u | x | 0%

Next records.
Keys – A = BLM inh; B = POLI inh; C = Pol beta inh; D = POLH inh; E = Anesthetic bind; F = BAZ2B inh; G = APEX1 inh; H = G9a block; I = POLK inh
> O=C(Cn1cc(SCc2ccc(F)cc2)c2ccccc21)N1CCOCC1
  A: -9%	B: 4%	C: 8%	D: -25%	E: -5%	F: -16%	G: 6%	H: -8%[59 µM]	I: -7%
> CC(C)CC(=O)NC(=S)Nc1ccc(N2CCN(C(=O)c3cccs3)CC2)cc1
  A: -7%	B: 119%[activator]	C: 34%	D: -14%	E: 3%	F: u	G: 12%	H: x	I: -2%
> COc1ccc(C(=O)Nc2ccc(NC(=O)c3ccccc3)cc2)cc1S(=O)(=O)N1CCOCC1
  A: -5%	B: 73%[activator]	C: -14%	D: -11%	E: -10%	F: -14%	G: 8%	H: u	I: 3%
> CCc1cccc(NC(=O)Cn2c(=O)n(CC3CCC(C(=O)NCCc4ccccc4)CC3)c(=O)c3ccccc32)c1 (configuration not stated)
  A: -1%	B: 1%	C: 7%	D: -17%	E: 2%	F: -6%	G: x	H: -23%[59 µM]	I: 0%
> Cc1cc(=O)oc2c3c(cc(OCC(=O)NCc4ccccn4)c12)OC(C)(C)CC3
  A: 3%	B: 44%[activator]	C: -29%	D: -8%	E: -3%	F: -26%	G: 41%	H: 37%	I: 12%
> O=C(Nc1cc(C(F)(F)F)ccc1N1CCOCC1)c1c(F)c(F)c(F)c(F)c1F
  A: -7%	B: -6%	C: 4%	D: 0%	E: -6%	F: 7%	G: -3%	H: 12%[59 µM]	I: -13%
> COc1c2ccc(C(=O)NCCCCc3ccccc3)cc2nn1C
  A: 3%	B: -5%	C: -6%	D: -3%	E: -3%	F: -9%	G: -11%	H: 21%[12.7 µM]	I: 7%
> COc1cc(/C=C2\SC(=S)N(N3CCOCC3)C2=O)ccc1O
  A: 1%	B: u	C: -14%	D: u	E: 7%	F: -4%	G: 0%	H: 20%[59 µM]	I: -18%
> COc1ccc(S(=O)(=O)c2nnn(-c3ccccc3F)c2C)cc1
  A: -5%	B: 0%	C: 33%	D: 6%	E: 3%	F: 1%	G: x	H: -28%[59 µM]	I: -9%
> O=C(Nc1ccccc1C(=O)N1CCOCC1)c1cc2ccccc2o1
  A: -6%	B: -14%	C: 30%	D: -5%	E: -3%	F: -11%	G: 29%	H: 13%	I: 3%

Grouped by structure, the compounds so far containing an aryl thioether with sulfur outside any ring
Keys – A = BLM inh; B = POLI inh; C = Pol beta inh; D = POLH inh; E = Anesthetic bind; F = BAZ2B inh; G = APEX1 inh; H = G9a block; I = POLK inh
> CCOC(=O)CN(C(=O)CSc1nnc(CNc2ccc(C)cc2C)o1)c1ccccc1
  A: -5%	B: 18%	C: 0%	D: -14%	E: -10%	F: 50µM*	G: 15%	H: -8%[59 µM]	I: -7%
> COc1ccc(CNC(=O)CSc2ccc(Br)cc2)cc1OC
  A: -11%	B: 14%	C: 55%	D: -6%	E: -9%	F: 6%	G: 4%	H: 9%[59 µM]	I: -7%
> CC1(C)Cc2c(C#N)c(SCCC#N)nc(N3CCOCC3)c2CO1
  A: -1%	B: 151%[activator]	C: 31%	D: -16%	E: 0%	F: 9%	G: -9%	H: u	I: 0%
> CSc1ccccc1C(=O)NC1CCSc2ccccc21 (configuration not stated)
  A: -4%	B: 23%	C: 4%	D: -3%	E: -19%	F: -9%	G: 37%	H: 40µM*	I: -3%
> O=C(Cn1cc(SCc2ccc(F)cc2)c2ccccc21)N1CCOCC1
  A: -9%	B: 4%	C: 8%	D: -25%	E: -5%	F: -16%	G: 6%	H: -8%[59 µM]	I: -7%

Screens: PubChem BioAssay, National Center for Advancing Translational Sciences (NCATS)
